High-throughput results as filed in PubChem BioAssay.
SSB-PriA inh: K. pneumoniae PriA-SSBct interaction inhibition; inhibition, % at 33 µM; actives 0.6% (n = 430,000); AlphaScreen SSBct-PriA binding, biotinylated peptide; in the data active = inhibition mostly above about 37%, no sharp cut-off; inactive = mostly below about 20%;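 note: plate controls were negative control peptide for no effect and reference peptide for full effect; strong numbers were not always called active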
PrPC TRFRET: reduces human prion protein on the cell surface. AID 720596. actives 0.43% (n = 370,000). inhibition, % at 13.8 µM. P04156. cell surface PrPC, TR-FRET read-out; in the data active = inhibition above about 24%; note: 0% = median of the test wells and 100% = reference compound wells
TcdB GH inh: blocks C. difficile toxin B glycohydrolase activity | P18177 | TcdB glycohydrolase enzymatic assay, plate reader | inhibition, % at 9.99 µM | actives 0.24% (n = 350,000); in the data active = inhibition above about 10%
Target sequence (P18177 whole entry, looked up): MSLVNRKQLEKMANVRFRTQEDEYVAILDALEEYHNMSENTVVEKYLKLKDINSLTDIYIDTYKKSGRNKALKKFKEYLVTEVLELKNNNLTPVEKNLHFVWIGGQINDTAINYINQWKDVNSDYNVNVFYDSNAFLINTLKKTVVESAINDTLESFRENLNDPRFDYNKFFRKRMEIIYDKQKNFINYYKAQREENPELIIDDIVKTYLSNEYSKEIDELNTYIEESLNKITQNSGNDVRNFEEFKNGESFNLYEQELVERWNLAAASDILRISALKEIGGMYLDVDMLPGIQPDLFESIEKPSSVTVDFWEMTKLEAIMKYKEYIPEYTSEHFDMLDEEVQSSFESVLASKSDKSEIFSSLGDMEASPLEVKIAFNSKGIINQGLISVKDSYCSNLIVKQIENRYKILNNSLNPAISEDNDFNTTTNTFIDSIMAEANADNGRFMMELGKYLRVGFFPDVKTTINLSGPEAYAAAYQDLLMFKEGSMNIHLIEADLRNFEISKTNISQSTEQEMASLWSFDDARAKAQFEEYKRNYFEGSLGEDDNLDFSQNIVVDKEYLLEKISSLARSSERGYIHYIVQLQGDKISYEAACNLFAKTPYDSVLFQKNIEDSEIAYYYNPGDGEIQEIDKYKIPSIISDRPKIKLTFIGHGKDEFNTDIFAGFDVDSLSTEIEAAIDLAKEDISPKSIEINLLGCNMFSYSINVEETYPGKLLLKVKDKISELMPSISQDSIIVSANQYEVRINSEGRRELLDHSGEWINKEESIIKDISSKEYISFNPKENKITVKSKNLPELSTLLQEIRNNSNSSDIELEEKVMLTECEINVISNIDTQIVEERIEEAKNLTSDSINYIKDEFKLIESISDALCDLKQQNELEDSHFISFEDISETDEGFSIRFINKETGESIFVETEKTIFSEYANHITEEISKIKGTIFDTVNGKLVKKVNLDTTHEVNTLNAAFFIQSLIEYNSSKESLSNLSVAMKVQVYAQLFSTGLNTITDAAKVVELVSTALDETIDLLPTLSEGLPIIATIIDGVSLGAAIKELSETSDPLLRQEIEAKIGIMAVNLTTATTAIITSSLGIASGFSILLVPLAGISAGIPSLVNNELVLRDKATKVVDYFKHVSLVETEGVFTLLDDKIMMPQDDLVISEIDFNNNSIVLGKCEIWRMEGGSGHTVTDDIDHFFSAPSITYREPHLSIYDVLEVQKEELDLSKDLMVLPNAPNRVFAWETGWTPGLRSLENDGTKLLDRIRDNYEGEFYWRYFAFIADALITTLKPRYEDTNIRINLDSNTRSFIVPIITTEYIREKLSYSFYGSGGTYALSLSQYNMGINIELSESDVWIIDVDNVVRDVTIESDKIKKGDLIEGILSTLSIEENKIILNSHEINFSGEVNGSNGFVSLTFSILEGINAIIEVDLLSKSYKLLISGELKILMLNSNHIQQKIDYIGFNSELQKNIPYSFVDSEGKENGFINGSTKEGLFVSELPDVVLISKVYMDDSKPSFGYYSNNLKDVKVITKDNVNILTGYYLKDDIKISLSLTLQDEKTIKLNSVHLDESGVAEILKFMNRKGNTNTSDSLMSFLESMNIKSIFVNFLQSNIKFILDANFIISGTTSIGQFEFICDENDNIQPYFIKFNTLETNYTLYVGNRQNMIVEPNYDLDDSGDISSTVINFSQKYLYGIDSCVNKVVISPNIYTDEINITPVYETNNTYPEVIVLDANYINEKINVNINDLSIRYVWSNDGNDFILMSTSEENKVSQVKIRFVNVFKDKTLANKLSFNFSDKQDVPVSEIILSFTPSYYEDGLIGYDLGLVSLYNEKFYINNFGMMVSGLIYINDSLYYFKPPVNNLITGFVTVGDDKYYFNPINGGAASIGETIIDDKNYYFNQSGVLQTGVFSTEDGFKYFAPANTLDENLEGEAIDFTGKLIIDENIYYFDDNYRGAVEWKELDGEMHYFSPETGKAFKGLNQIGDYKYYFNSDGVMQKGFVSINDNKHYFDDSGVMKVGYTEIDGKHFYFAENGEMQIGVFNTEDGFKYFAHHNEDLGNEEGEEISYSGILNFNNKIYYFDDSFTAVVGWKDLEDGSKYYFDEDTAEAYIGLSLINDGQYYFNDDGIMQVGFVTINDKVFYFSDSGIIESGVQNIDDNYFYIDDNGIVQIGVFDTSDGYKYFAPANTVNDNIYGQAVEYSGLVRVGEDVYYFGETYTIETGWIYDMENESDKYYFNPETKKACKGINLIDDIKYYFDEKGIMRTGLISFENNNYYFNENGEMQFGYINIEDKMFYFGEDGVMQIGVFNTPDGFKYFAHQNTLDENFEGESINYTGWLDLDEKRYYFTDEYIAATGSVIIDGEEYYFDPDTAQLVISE
BH1578 lux ind: induces V. cholerae light production without autoinducers | V. cholerae BH1578 lux reporter, luminescence, 6 h | activation, % at 18.7 µM | actives 0.16% (n = 350,000) | AID 588436; in the data active = activation mostly above about 9.7%, no sharp cut-off; note: not every result past the cut was called active; inactives centre near 0; reference of the scale not given here
VHR inh abs: blocks human VHR1 dual specificity phosphatase | inhibition, % at 13.3 µM | recombinant VHR phosphatase, pNPP absorbance | actives 0.52% (n = 290,000); in the data active = inhibition above about 50%; note: some compounds called inactive have numbers as strong as hits
CCHFV vOTU inh: blocks the CCHF virus ovarian tumor domain protease; inhibition, % at 11.5 µM; CCHFV vOTU protease, Pep-AMC fluorescence; actives 0.55% (n = 370,000); in the data active = inhibition above about 30%; note: 0% = vehicle wells with enzyme and 100% = no enzyme wells
MazF activator: increases E. coli MazEF RNase cleavage of RNA; P0AE70; FAM/BHQ RNA-DNA oligo cleavage fluorescence, 5 h; activation, % at 20 µM; actives 0.32% (n = 350,000); in the data active = activation above about 50%
Rv3671c protease: inhibitors of M. tuberculosis serine protease Rv3671c; actives 0.048% (n = 320,000); inhibition, % at 5.96 µM; AID 2606; P9WHR9; in the data active = inhibition above about 38%;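 note: extracellular domain of Rv3671c used as enzyme; 0% = enzyme with DMSO and 100% = no enzyme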
Y pestis TopoI: blocks Yersinia pestis topoisomerase I activity; Y. pestis Topo-I cleavage product accumulation, plate reader; activity, % at 10 µM; actives 0.064% (n = 360,000); AID 504884; in the data active = activity above about 50%, passing the limit was not always enough; note: inactives centre near 2
3CLpro inhibitor: SARS-CoV 3CLpro protease inhibition; P0C6X7; recombinant SARS-CoV 3CLpro, quenched FRET peptide cleavage; inhibition, % at 6 µM; actives 0.14% (n = 290,000); in the data active = inhibition above about 12%
The depositor's hits bear a star; i = inactive; x = no result given; & = joins results of further samples. An excerpt; count on the stated rates, not on these rows.

SMILES,SSB-PriA inh,3CLpro inhibitor,VHR inh abs,MazF activator,CCHFV vOTU inh,BH1578 lux ind,TcdB GH inh,Y pestis TopoI,PrPC TRFRET,Rv3671c protease
Fc1ccc(C(OCCN2CCN(CCCc3ccccc3)CC2)c2ccc(F)cc2)cc1,8,x,x,-6,10,-0.5,1.1,17,-3,-4
S=c1[nH]nc(-c2ccco2)n1Cc1ccccc1,-4,-1,-6,-2,7,4.5,x,-1,8,-4
COc1ccccc1N1CCN(C(=O)CCc2ccc(S(=O)(=O)NC(C)C)cc2)CC1,16,-1,6,-2,0,-0.4,x,15,6,3
O=C(Cc1c(F)cccc1Cl)Nc1ccccn1,2,-5,5,4,-4,i,0.0,1,3,x
CC(C)OC(=O)c1ccc(OC(=O)c2cccnc2)cc1,-6,1,2,6,0,0.8,1.5,7,-4,2
N#CC1=C(N)C(C#N)(C#N)[C@H](c2ccncc2)[C@H]2CN(C(=O)OCc3ccccc3)CC=C12,-10,-2,54*,29,-19,i,x,0,-11,3
COc1cccc(C(C(=O)NC2CCCCC2)N(C(=O)c2ccco2)c2ccc(-n3cnnn3)c(C)c2)c1 (configuration not stated),10,5,9,1,9,5.0,x,7,-2,0
Cc1ccc2[nH]c(C(=O)N/N=C/c3ccccc3O)c(C)c2c1,x,1,-1,-1,18,-0.3,0.5,-1,2,13
Cn1c(/C=N/NC(=O)c2ccccc2)nc2ccccc21,x,3,27,2,8,-0.6,0.0,12,-10,7
O=C(O)c1cc(NN=C2CCN(Cc3ccccc3)CC2)ccc1Cl,1,5,20,1,-18,0.6,-0.7,3,-7,0
CN1C[C@@H]2C(c3ccccc3)C3(c4ccc(C#N)cc4)CC2(C3)[C@H]1c1ccccc1 (some centres not stated),13,x,4,-5,2,i,1.4,2,-2,-13
NC(=O)c1c(NC(=S)Nc2ccccc2)sc2c1CCCC2,-12,3,13,13,6,i,4.2,12,6,3
Cc1ccc(-c2cnc(C(O)c3ccc(Cl)cc3C)[nH]2)cc1 (configuration not stated),x,x,x,x,-9,i,0.4,-4,9,x
N#C/C(=C\c1ccc(Cl)cc1)c1nc2ccccc2o1,7,-2,13,4,-9,i,x,-1,9,-4
CCN(CC)N=Nc1cccc(NC(C)=O)c1,2,-1,20,12,2,0.4,1.1,0,-7,-4
CC(C(=O)Nc1ccc2c(c1)OCO2)N(c1ccc(Cl)cc1)S(C)(=O)=O (configuration not stated),5,2,18,-14,17,i,x,-12,-3,5
C=CC[C@H](CC(=O)N[C@H](CO)Cc1ccccc1)C(=O)N[C@@H](COC(=O)[C@H](CC=C)CC(=O)OC(C)(C)C)Cc1c[nH]c2ccccc12,14,x,x,3,11,0.4,-2.4,7,0,-4
CCC(C)c1ccc(NC(=O)COC(=O)C2CCCC2)cc1 (configuration not stated),-15,x,x,6,4,i,-0.5,3,1,-4
CCC(C)[C@H](NC(=O)NCc1ccc(Cl)cc1)C(=O)OC (some centres not stated),-5,6,21,5,2,i,x,-7,-4,2
CC(=O)Nc1ccc(Nc2cc(C)nc3c(-c4ccccc4)c(C)nn23)cc1,-11,1,3,2,-13,-0.4,x,10,4,-1
CC1(C)CC(=O)c2cc(OCC(=O)N3CCN(Cc4ccccc4)CC3)ccc2O1,-9,-1,21,-4,-14,i,1.9,3,0,17
COc1ccc(C2=Nn3c(nnc3C(F)(F)F)SC2)cc1,-24,1,13,10,4,-1.0,-0.5,3,-3,11
C#CCNC(=O)C1=C[C@@H](c2cn(C(C)=O)c3ccccc23)C[C@@H](OCc2ccc(CO)cc2)O1,12,0,14,3,15,-0.6,1.0,28,1,-12
O=c1[nH]cnc2onc(-c3ccc(F)cc3)c12,-14,1,30,12,-109,-0.6,1.7,-3,-1,5
Cn1nnnc1SCc1cccc2ccccc12,-14,0,13,0,10,i,0.8,10,-5,5
O=C(NC(NC(=S)Nc1c(Cl)cc(Cl)cc1Cl)C(Cl)(Cl)Cl)OCc1ccccc1 (configuration not stated),-2,4,21,-1,8,1.4,-9.6,-3,1,5
COC(=O)CN1C(=O)N/C(=C/c2ccc(OC)c(C)c2OC)C1=O,-5,5,-3,2,-4,-0.3,0.9,12,-14,6
Cc1cc(NS(=O)(=O)c2ccc(NC(=O)c3ccc([N+](=O)[O-])s3)cc2)nc(C)n1,9,x,x,7,13,i,0.1,-5,-51,7
CCN(CC)CCNC(=O)c1ccc(NC(=O)C2CC(=O)N(CCc3ccc(OC)c(OC)c3)C2)cc1 (configuration not stated),1,x,x,6,-13,-0.6,-0.2,-5,-7,-6
CC(C)CNC(=O)c1cccc(NC(=O)c2ccccc2-c2ccccc2C(=O)O)c1,-9,-4,-12,9,6,1.2,-0.4,1,5,2
Clc1cccc(Cl)c1CSc1nnc2ccccn12,-9,-4,28,5,-4,-0.2,-0.3,-5,-6,1
COc1cccc(NC(=O)C2CCN(S(=O)(=O)c3ccc4c(c3)C(C)(C)C(=O)N4C)CC2)c1,-3,0,10,8,-5,-0.3,0.5,4,-2,-1
O=C(CN1CCC(Cc2ccccc2)CC1)NC(=O)NCc1ccccc1,7,4,30,-5,9,-0.8,-1.8,-3,4,-4
COc1ccccc1N1CCN(C(=O)c2cc3c(-c4ccc(Cl)cc4)nn(C)c3s2)CC1,-9,-2,34,10,1,-0.2,0.3,2,0,-2
CCC(=O)Nc1ccnc(-c2cccnc2)n1,8,-3,29,-3,-2,-12,x,-3,-2,4
Cc1ccc(/C=N/NC(=O)CC(=O)NCc2cccnc2)cc1,x,-1,3,0,-7,-1.7,x,-3,-8,6
O=C(Nc1ccc2c(c1)OCCO2)c1cccnc1,-16,-1,18,-10,8,-0.2,x,-1,-2,2
COc1ccccc1C(=O)Nc1ccccc1N1CCOCC1,-13,-4,32,0,-10,x,x,-2,-6,-1
CC1CCN(c2ccccc2NC(=S)NC(=O)c2ccco2)CC1,4,1,x,-12,3,-0.3,x,8,1,-7
COc1cccc(CN(CC(=O)NC2CCCC2)C(=O)c2csnn2)c1,0,3,34,6,16,0.2,1.8,3,-1,6
C=CCOC(=O)C1=C[C@@H](c2ccccc2)C[C@@H](OCc2ccc(CO)cc2)O1,-1,3,7,5,8,i,0.1&1.5,9,-2,3
CCOc1ccc(S(=O)(=O)Nc2ccc3c(c2)c2c(n3S(=O)(=O)c3ccc(OCC)cc3)CCCC2=O)cc1,x,1,-12,x,-11,x,x,x,-2,1
Cc1cnc(NC(=O)CSc2nnc(COc3c(C)cccc3C)o2)s1,-1,-4,25,0,9,-0.4,0.1,-5,-3,-4
Cc1cc(C)c(S(=O)(=O)c2ccccc2C)c(SCC(C)C)n1,-45,-1,-5,-4,17,i,x,3,10,0
Cc1cccc(C)c1NC(=O)N1C2CCC1CC(O)(c1cccnc1)C2 (configuration not stated),4,1,-1,1,4,i,0.9,-9,8,7
CSc1ccc(CNc2nc3ccccc3n3cnnc23)cc1,-19,-3,17,17,-6,0.7,0.3,0,0,4
O=C(c1cc2cc(F)ccc2[nH]1)N1CCc2ccccc2C1,-6,7,2,-2,13,2.8,0.1,12,-9,-32
O=C(COC(=O)c1ccc(S(=O)(=O)N2CCCCC2)cc1)Nc1ccccc1,-19,x,x,-19,5,-2.1,0.6,10,1,-13
Oc1ccc(C=NNC(=S)Nc2cccnc2)nc1,7,x,x,6,4,1.9,-0.4,2,-1,x
Cn1nc(-c2ccc(S(N)(=O)=O)s2)cc1C(F)(F)F,-5,1,16,-8,1,i,-0.3,3,-7,-1
CN(C)c1ccc(/C=N\NC(=O)c2ccc(Cn3cc(Cl)cn3)cc2)cc1,x,6,9,4,4,-0.1,x,26,16,-2
Cc1ccc(NNC(=O)c2cc(C)on2)c(C)c1,-4,-5,17,10,-5,-0.6,-4.9,-2,12,5
CCCNC(=O)c1cc(C2CCCCN2S(=O)(=O)c2ccc(C#N)cc2)on1 (configuration not stated),x,x,x,x,-5,i,1.2,3,-4,x
CCOc1cc2c(cc1OCC)-n1cccc1C(c1ccc(OC)cc1)NC2 (configuration not stated),5,4,-11,9,-5,i,0.6,16,0,-8
COC(=O)C(O)(CC(=O)Nc1ccc(Cl)cc1F)C(F)(F)F (configuration not stated),-7,-1,4,-6,4,2.2,x,3,5,7
COc1ccc(Cc2nc3ccc(C(=O)N4CCC(C(N)=O)CC4)cc3o2)cc1,x,x,x,1,-10,-1.6,1.9,4,1,x
CCN(CC(=O)NCc1cccs1)C(=O)c1cccc(S(=O)(=O)N2CCc3ccccc32)c1,-18,1,10,3,-6,3.2,1.0,22,-8,3
CC(C)Oc1cccc(C(=O)Nc2ccc(CN3CCOCC3)cc2)c1,-6,-4,2,4,15,-0.3,-3.6,15,2,2
Cc1cc(-c2onc(C)c2C(=O)O)no1,-6,2,6,-6,6,i,-1.0,-12,7,5
O=C1CCC[C@@H]2Cc3[nH]c4c(Cl)ccc(Cl)c4c3[C@@H]3CCN1[C@H]23,-11,2,13,10,4,i,1.6,21,7,-6

(further entries)
SMILES,SSB-PriA inh,3CLpro inhibitor,VHR inh abs,MazF activator,CCHFV vOTU inh,BH1578 lux ind,TcdB GH inh,Y pestis TopoI,PrPC TRFRET,Rv3671c protease
COc1ccc(S(=O)(=O)N2CCOCC2)cc1NC(=O)c1ccc(SC)cc1OC,x,x,x,-18,2,-4.0,-10,8,6,x
Cn1c(=O)c2cc(NC(=S)NC3CCCCC3)ccc2n1-c1ccccc1,x,x,x,x,5,i,-0.2,6,14,x
COCCn1nnnc1SCC(=O)c1ccccc1,-23,2,16,1,5,1.2,0.7,0,-6,-4
Nc1nc(C(=O)N2CCOCC2)nn1S(=O)(=O)c1ccccc1,-4,-4,-4,2,13,-0.7,x,-7,0,-7
CC(OC(=O)c1cc(=O)[nH]c2ccccc12)C(=O)N1C(C)CCCC1C (configuration not stated),-7,x,x,1,-7,-0.7,1.1,12,-8,-2
CC(c1ccccc1)n1cnc2ccccc21 (configuration not stated),-11,-4,-1,4,-5,i,x,-2,9,-9
Cn1c(=O)oc2cc(S(=O)(=O)N3CCCC(C(=O)NCc4ccc5c(c4)OCO5)C3)ccc21 (configuration not stated),-19,-4,67,-10,5,-0.1,0.9,-3,11,2
CCc1ccc2cccc3c2c1N=CN3C,27,x,x,2,8,-0.5,-5.8,-9,-5,-1
C/C(Cn1cnc([N+](=O)[O-])n1)=N\NC(=O)c1ccc(O)cc1O,x,-1,0,-9,1,i,-0.9,-3,-5,8
COc1ccc(O)c(C2=Nc3ccccc3N=C(c3cccs3)C2)c1,-9,5,5,12,-3,-0.3,x,-8,-4,-60
CCCCN(C)C(=O)C1CCC(CNS(=O)(=O)c2ccc3c(c2)CC(C)N3C(C)=O)CC1 (configuration not stated),1,-3,-7,4,-13,-0.9,0.2,15,0,8
Cc1nnc(SC(C)C(=O)Nc2ccc(S(=O)(=O)N3CCCCCC3)cc2)s1 (configuration not stated),-17,3,-4,7,-4,i,x,2,4,-12

As a working copy, part of the list above:
SMILES,SSB-PriA inh,3CLpro inhibitor,VHR inh abs,MazF activator,CCHFV vOTU inh,BH1578 lux ind,TcdB GH inh,Y pestis TopoI,PrPC TRFRET,Rv3671c protease
Fc1ccc(C(OCCN2CCN(CCCc3ccccc3)CC2)c2ccc(F)cc2)cc1,8,x,x,-6,10,-0.5,1.1,17,-3,-4
S=c1[nH]nc(-c2ccco2)n1Cc1ccccc1,-4,-1,-6,-2,7,4.5,x,-1,8,-4
COc1ccccc1N1CCN(C(=O)CCc2ccc(S(=O)(=O)NC(C)C)cc2)CC1,16,-1,6,-2,0,-0.4,x,15,6,3
O=C(Cc1c(F)cccc1Cl)Nc1ccccn1,2,-5,5,4,-4,i,0.0,1,3,x
